# OX1R antag – blocks the human orexin 1 receptor; O43613; CHO/OX1R cells, Fluo-8 calcium fluorescence, orexin A; inhibition, % at 5 µM; actives 0.43% (n = 330,000);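 active = inhibition above its plate's threshold, mean inhibition of all tested compounds on the plate plus 3 SD, cut at about 37% in these data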;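 also: 0% = orexin A challenge wells and 100% = SB-334867-A antagonist wells; not every result past the cut was called active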
# Target sequence (O43613 whole entry, looked up): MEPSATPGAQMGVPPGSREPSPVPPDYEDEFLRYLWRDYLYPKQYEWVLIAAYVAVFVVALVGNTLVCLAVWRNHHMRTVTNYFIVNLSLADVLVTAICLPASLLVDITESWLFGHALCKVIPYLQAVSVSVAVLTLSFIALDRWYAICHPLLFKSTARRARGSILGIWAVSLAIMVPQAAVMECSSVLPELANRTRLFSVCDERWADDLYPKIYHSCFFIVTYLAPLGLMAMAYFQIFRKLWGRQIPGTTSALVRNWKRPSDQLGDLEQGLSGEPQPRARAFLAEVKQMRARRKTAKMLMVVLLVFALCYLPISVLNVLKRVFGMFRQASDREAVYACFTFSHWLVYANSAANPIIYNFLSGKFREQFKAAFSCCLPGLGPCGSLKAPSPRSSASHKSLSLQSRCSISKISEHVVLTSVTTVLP
# CHT PAM – allosterically activates the human high affinity choline transporter; CHT-expressing cells, membrane potential dye, choline EC20; active compounds read high; LV-AA mutant CHT in HEK293 cells; B-score at 10 µM; actives 0.49% (n = 310,000); AID 488977;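 active = initial fluorescence not abnormally high and integrated response B-score, plate-corrected, over 3 SD above library mean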
# Target sequence (Q9GZV3 whole entry, looked up): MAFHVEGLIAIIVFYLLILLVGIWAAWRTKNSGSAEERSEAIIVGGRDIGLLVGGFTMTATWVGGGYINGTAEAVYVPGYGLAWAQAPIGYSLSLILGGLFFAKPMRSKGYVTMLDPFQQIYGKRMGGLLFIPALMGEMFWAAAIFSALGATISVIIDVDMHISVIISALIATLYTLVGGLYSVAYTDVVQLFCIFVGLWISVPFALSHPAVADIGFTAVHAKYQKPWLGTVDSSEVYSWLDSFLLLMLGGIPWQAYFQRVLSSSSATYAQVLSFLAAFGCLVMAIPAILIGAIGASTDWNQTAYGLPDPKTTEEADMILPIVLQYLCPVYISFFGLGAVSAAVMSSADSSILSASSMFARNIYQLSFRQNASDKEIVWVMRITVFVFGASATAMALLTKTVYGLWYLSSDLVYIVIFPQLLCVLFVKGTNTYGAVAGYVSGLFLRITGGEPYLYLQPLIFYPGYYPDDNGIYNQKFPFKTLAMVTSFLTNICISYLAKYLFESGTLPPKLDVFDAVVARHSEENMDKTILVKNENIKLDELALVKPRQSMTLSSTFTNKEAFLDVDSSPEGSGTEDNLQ
# Numbers without * were called inactive; i = inactive; . = not tested or not shown. Compounds as they come; about 0.8% have a hit in one of these screens.
no.	Molecule	OX1R antag	CHT PAM
1	CC(=O)Oc1ccc(/C(C)=N\N2CCN(Cc3ccc(Cl)cc3)CC2)cc1	0	i
2	COc1ccc(NC(=O)C/C(C)=N/NC(=O)c2ccncc2)c([N+](=O)[O-])c1	-36	i
3	Cc1cc(S(=O)(=O)N2CCOCC2)ccc1OCC(=O)NCCN1CCOCC1	-8	i
4	CC(=O)N1CCN(c2nc(C)nc3sc4c(c23)CCC(C)C4)CC1 (stereo not given)	-10	i
5	Cc1sc2nc(SCC(=O)c3cccs3)n(Cc3ccco3)c(=O)c2c1C	-33	i
6	CC1(C)Cc2c(sc3nnn(CC(=O)Nc4ccccc4)c(=O)c23)CO1	-29	i
7	Cc1c(C)c2ccc(OC(C)C(=O)NCCc3c[nH]c4ccccc34)cc2oc1=O (stereo not given)	-16	i
8	CCCN1C(=O)SC(CC(=O)Nc2ccccc2C)C1=O (stereo not given)	-14	i
9	Cc1cc(Nc2ccccc2)nc(NCc2ccccc2)n1	-2	i
10	CCN(C(=O)C1CCCN(c2nc(-c3ccc(OC)cc3)no2)C1)c1ccc(OC)cc1 (stereo not given)	-35	i
11	CCCc1c(C)nc(N2CCN(c3cccc(OC)c3)CC2)[nH]c1=O	3	i
12	CCOC(=O)NN1C(=O)c2ccccc2NC1c1cccnc1 (stereo not given)	-2	i

# The listing continues:
no.	Molecule	OX1R antag	CHT PAM
13	C=COCCNC(=O)Nc1ccc(Cl)cc1Cl	-13	i
14	CC1CCC2(CC1)NC(=S)N(C(C)(C)C)N2 (stereo not given)	-11	i
15	O=C1CCC(NC(=O)c2ccccc2)C(=O)N1 (stereo not given)	.	i
16	Cc1cccc(CNC(=O)CC2C(=O)NCCN2C2CCCC2)c1 (stereo not given)	-25	i
17	CCOC(CNC(=O)CCc1c(C)nc2nc(C)nn2c1C)OCC	-22	i
18	CCOC(=O)c1cnn(-c2ncnc3c2cnn3Cc2ccccc2)c1N	-17	i
19	COc1ccc(C(=O)N=C2SC3CS(=O)(=O)CC3N2Cc2ccccc2)cc1OC (stereo not given)	-8	i
20	CC(C)(C)OC(=O)Nc1ncnc2c1ncn2C1OC(CO)C2OC(C)(C)OC21 (stereo not given)	-15	i
21	COc1cccc(Nc2nc(N)nc(C(F)(F)F)n2)c1	-16	i
22	COc1ccc(Oc2nccc(-c3ccccc3)c2C#N)cc1	-6	i
23	O=C1CCN(S(=O)(=O)c2ccccc2)CCN1CCOCc1ccc(C(F)(F)F)cc1	-22	i
24	Cc1ccc(N=Nc2cc(C)ccc2N)cc1	-25	i

# Next section:
no.	Molecule	OX1R antag	CHT PAM
25	CCn1c(=N)n(CC(=O)c2ccc(Cl)c(Cl)c2)c2ccccc21	-32	i
26	CCC1(CC)Cc2ccccc2-c2nc(CN(C)C)[nH]c(=O)c21	-26	i
27	Cc1[nH]nc2c1C(CCc1ccccc1)C(C#N)=C(N)O2 (stereo not given)	-11	i
28	O=C(Cn1cc2c(n1)CCCCC2)NCc1ccccn1	-12	i
29	CCc1ccccc1NC1=NCC(=O)N1C1CCCC1	-9	i
30	O=C(Nc1ccc(NC(=O)c2sc3ccccc3c2Cl)cc1)c1ccco1	-29	i
31	Cc1cccc(N2CCN(S(=O)(=O)c3ccc4c(c3)C(C)(C)C(=O)N4C)CC2)c1C	-20	i
32	COc1cccc2cc(C(=O)NC3CC4CCC3C4)oc12 (stereo not given)	-26	i
33	COCCSc1nnc(NC(=O)CSCc2ccccc2)s1	-20	i
34	Cc1cc(C)cc(NC(=O)CN2CCN(c3ccccn3)CC2)c1	-8	i
35	O=C(NCCCCNC(=O)c1c(F)c(F)c(F)c(F)c1F)c1c(F)c(F)c(F)c(F)c1F	-11	i
36	CCN(CC)CCCN(Cc1cc2cc3c(cc2[nH]c1=O)OCO3)C(=S)Nc1ccccc1	-18	i

# (list continues)
no.	Molecule	OX1R antag	CHT PAM
37	CCOC(=O)c1ccccc1Nc1cc(C)nc2nc(C)nn12	-2	i
38	CCCC1(c2ccccc2)NC(=O)N(CC(=O)Nc2ccc3c(c2)OCCO3)C1=O (stereo not given)	17	.
39	NS(=O)(=O)c1cnccc1NCCc1ccccc1	-5	i
40	CC(C)c1ccccc1NC(=S)NC(=O)C1CCCCC1	0	.
41	COc1ccc(-c2[nH]ncc2/C=N\NS(=O)(=O)c2ccc(Cl)cc2)cc1	-25	i
42	CCOc1cc(C(=O)N(C)CC(=O)Nc2cccc(F)c2)ccc1OCC(=O)N1CCCCC1	-17	i
43	O=C(Cn1cccc1C(=O)c1ccccc1)NCCCN1CCc2ccccc2C1	-26	i
44	Cc1ccc(S(=O)(=O)N2CCCCC2)cc1C(=O)NCCc1ccccc1	-48	i
45	Fc1ccc(C(CCCn2nnc(-c3cccnc3)n2)c2ccc(F)cc2)cc1	48*	i
46	CCOc1cc(C(=O)OCC(=O)c2c[nH]c3ccccc23)ccc1OCC(=O)N1CCOCC1	-31	i
47	CSc1cccc(NC(=O)Nc2ccccc2)c1	4	i
48	Cc1cc(=O)oc2cc(NC(=O)COc3ccccc3[N+](=O)[O-])ccc12	-13	.

# Further records follow:
no.	Molecule	OX1R antag	CHT PAM
49	CN(Cc1ccc(Cl)c(Cl)c1)C(=O)c1cccc(S(=O)(=O)N2CCN(Cc3ccccc3)CC2)c1	16	.
50	CC(=O)c1ccccc1NS(=O)(=O)c1cccc2nonc12	-11	i
51	COCCN(C(=O)Cc1cccs1)C(C(=O)NC1CCCC1)c1ccc(OC)c(OC)c1 (stereo not given)	-18	i
52	CC(C(=O)O)n1nc(-c2ccccc2)c2ccccc21 (stereo not given)	-22	i
53	CCNC(=O)CC1SC(=Nc2ccc(C)cc2)NC1=O (stereo not given)	7	i
54	CCC1=Nc2cc(C(=O)O)ccc2Sc2ccc(Cl)cc21	-8	i
55	CCc1ccccc1NC(=O)C(Cc1cccc(OC)c1OC)c1nn[nH]n1 (stereo not given)	-14	i
56	COc1ccc(OC(=O)c2cc3ccccc3o2)cc1	-23	i
57	COn1c(=O)c(-c2cccs2)[n+]([O-])c2ccccc21	-28	i
58	N#Cc1cc([N+](=O)[O-])c(-n2nnc3ccccc32)c([N+](=O)[O-])c1	-15	i
59	O=C(Nc1ncn[nH]1)c1ccc(S(=O)(=O)N2CCOCC2)cc1	2	i
60	O=C(CSc1oc(-c2ccccc2)nc1S(=O)(=O)c1ccccc1)NCC1CCCO1 (stereo not given)	-23	i

# Additional entries follow:
no.	Molecule	OX1R antag	CHT PAM
61	CCc1ncc(/C=C2\C(=O)Nc3ccccc32)[nH]1	-15	i
62	CCc1c(C)c2nncn2[nH]c1=O	6	i
63	O=C(c1cc(-c2ccc(Cl)cc2)nc2ccccc12)N1CCC1	-19	i
64	C=CCNS(=O)(=O)c1ccc2c(c1)n(C)c(=O)n2C	-8	i
65	CCC1CCCCN1CCCNC(=O)c1c(O)nc2cc(C)ccn2c1=O (stereo not given)	-12	i
66	COCCNCC(=O)Nc1ccc(C)c(S(=O)(=O)N2CCCCC2)c1	-37	i
67	Cc1c(NC(=O)c2cc3ccccc3oc2=O)c(=O)n(-c2ccccc2)n1C	-6	i
68	Cc1ccc(Cn2ncc3c(NCCN(C)C)ncnc32)cc1	-11	i
69	CN(C)c1ccc(C(=S)NCc2ccco2)cc1	-13	i
70	CC1CCCCC1NC(=O)CSC1=Nc2ccccc2C2CC=NN12 (stereo not given)	-2	.
71	Cc1cc2ccccc2cc(C)c1=O	-12	i
72	O=C(Nc1ccc(N2CCN(C(=O)c3cccs3)CC2)cc1)c1ccc(Br)o1	-14	.

# Other structures
no.	Molecule	OX1R antag	CHT PAM
73	CC(C)N(CC(N)=O)c1ccc(S(=O)(=O)N2CCCC2)cn1	-11	.
74	CCc1nnc(NC(=O)C(NC(=O)c2ccccc2Cl)C(C)C)s1 (stereo not given)	-30	i
75	Cc1cc(NC(=O)c2ccc(Cl)cc2)n(-c2ccccc2)n1	-13	i
76	Cc1nc2nc[nH]n2c(=O)c1NS(=O)(=O)c1ccc(C(C)(C)C)cc1	-25	i
77	Cc1ccc(S(=O)(=O)N/N=C\c2cc([N+](=O)[O-])ccc2Cl)cc1	-7	i
78	COCCN(C(=O)COC(=O)Cc1coc2cc3c(cc12)CCC3)c1c(N)n(Cc2ccccc2)c(=O)[nH]c1=O	-23	i
79	COc1ccc(-c2nc(C#N)c(N3CCC(C)CC3)o2)cc1	-34	i
80	CCN1CCN(CC(=O)Nc2sc3c(c2C#N)CCC(C)C3)CC1 (stereo not given)	-80	i
81	COCCNCCOc1ccccc1-c1ccccc1	-16	i
82	Cc1ccc(S(=O)(=O)NC(C)(C)CSc2ccccn2)cc1	-10	i
83	CCN1C(=O)[C@H]2[C@@H](c3ccc(-c4ccc(Cl)c(Cl)c4)cc3)N[C@@](CC(C)C)(C(=O)OC)[C@H]2C1=O	-29	i
84	O=C(NCc1ccco1)/C(=C/c1ccc(C(F)(F)F)cc1)c1nc2ccccc2[nH]1	-4	i

# The results go on:
no.	Molecule	OX1R antag	CHT PAM
85	Nc1ncnc2c1nc(N1CCCCC1)n2[C@@H]1O[C@H](CO)[C@@H](O)[C@H]1O	-6	.
86	CCNS(=O)(=O)c1ccc(NC(=S)NCc2ccco2)cc1	11	i
87	N#C/C(=C(/O)COC(=O)CCC1CCCCC1)c1nc2ccccc2[nH]1	-10	i
88	CCCCn1c(N)c(N(CC(C)C)C(=O)C2CCCN(C(=O)c3ccc(Cl)cc3)C2)c(=O)[nH]c1=O (stereo not given)	-6	i
89	COc1cccc(-c2nnc(SCc3ccccn3)n2C)c1	-8	i
90	CC(C)Oc1ccc(C(=O)OCC(=O)c2ccc[nH]2)cc1	0	.
91	CC(Sc1nc(-c2ccccc2)cc(C(F)(F)F)n1)C(=O)N1CCCCC1 (stereo not given)	-8	i
92	CCn1c2ccccc2n2c(=O)c(=O)n(CC(=O)N3CCN(c4ccccc4OC)CC3)nc12	-16	i
93	O=C(CN(Cc1ccco1)C(=O)c1cccc(F)c1)Nc1ccccc1C(F)(F)F	-28	.
94	CCC(Oc1ccc(Cl)cc1)C(=O)N1CC(=O)Nc2ccccc21 (stereo not given)	-6	i
95	CCN(C[C@H]1N[C@@](CC)(C(=O)OC)[C@H]2C(=O)N(Cc3ccccc3)C(=O)[C@@H]12)C(=O)c1ccc(C(C)(C)C)cc1	-21	.
96	Cc1ccsc1/C=N/NC(=O)c1ccc([N+](=O)[O-])cc1	1	i

# Going on with the list:
no.	Molecule	OX1R antag	CHT PAM
97	O=c1c2c(ncn2C2CCCC2)n(Cc2ccccc2)c(=O)n1CCOc1ccc(Br)cc1	-31	i
98	O=C(Oc1c(CN2CCOCC2)cc(Cl)c2cccnc12)c1ccccc1Cl	-22	i
99	CC1=NN(C(C#N)c2cccc([N+](=O)[O-])c2)C(C)(C)C1 (stereo not given)	3	i
100	Cc1ccc(N2C(=O)C(CN3CCCCC3)C2c2ccccc2)cc1 (stereo not given)	-10	i
101	O=C(Cc1cc(=O)[nH]c(=O)[nH]1)NCC1CCCO1 (stereo not given)	7	i
102	CC(C)Nc1nc(NC(C)C)nc(NS(=O)(=O)c2ccc(N)cc2)n1	-10	i
103	C/C(=N\NC(=O)Cc1c(Cl)cccc1Cl)c1cccnc1	.	i
104	COc1cccc(/C=N/NC(=O)CCn2c3ccccc3c3ccccc32)c1	11	i
105	S=c1[nH]nc(C2COc3ccccc3O2)o1 (stereo not given)	-8	i
106	COc1ccc(C2(C(=O)NCc3ccco3)CCCC2)cc1OC	-15	i
107	COc1cccc(C2CC(C(F)(F)F)n3ncc(C(=O)NCC4CCCO4)c3N2)c1 (stereo not given)	-17	i
108	CNS(=O)(=O)c1cc(OC)ccc1OC	-28	i

# More compounds
no.	Molecule	OX1R antag	CHT PAM
109	Fc1ccc(NC(=S)Nc2ccc3nccnc3c2)cc1	-15	i
110	CSc1ncc(Cl)c(C(=O)Nc2ccccc2[N+](=O)[O-])n1	-25	i
111	Cc1ccc(C(=O)NCCc2nnc3ccc(NCc4ccc5c(c4)OCO5)nn23)cc1	-17	i
112	CCN(CC)C(=O)CSc1nc(O)c(Cc2ccccc2)c(=O)n1-c1ccc(C)cc1	-4	i
113	O=C(CCC(=O)c1ccccc1)NCc1cccc(C(F)(F)F)c1	6	.
114	Cc1ccc2c(c1)/C(=C/c1ccccc1)C(=O)N2	-20	i
115	O=C1CSC(c2ccccc2Br)N1c1ccc(Cl)cn1 (stereo not given)	-26	i
116	O=C1N=C(O)CN1/N=C/c1ccc(-c2ccc([N+](=O)[O-])cc2)o1	-13	7.6*
117	O=P(O)(CCc1ccccn1)CN1CCOCC1	16	i
118	CCC(C)c1ccc(OCC(=O)Nc2ccc(Cl)cn2)cc1 (stereo not given)	-31	i
119	Cc1cc(C)n(C(=O)CCCn2nc(C)c([N+](=O)[O-])c2C)n1	-5	i
